Assay outcomes: PubChem BioAssay, several laboratories
CHRM5 agonist: agonists of human muscarinic M5 receptor (CHRM5); CHO-K1 hM5 cells, Fluo-8 calcium fluorescence; 0% DMSO wells, 100% maximal acetylcholine response; activation, % at 3 µM; 0.19% of 360,000 active; AID 624037;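 active means activation above the run's mean over test compounds plus 3 SD, cut at about 23% in these data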;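 further: signal is peak over basal fluorescence ratio across the kinetic read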
Target sequence (P08912 whole entry, looked up): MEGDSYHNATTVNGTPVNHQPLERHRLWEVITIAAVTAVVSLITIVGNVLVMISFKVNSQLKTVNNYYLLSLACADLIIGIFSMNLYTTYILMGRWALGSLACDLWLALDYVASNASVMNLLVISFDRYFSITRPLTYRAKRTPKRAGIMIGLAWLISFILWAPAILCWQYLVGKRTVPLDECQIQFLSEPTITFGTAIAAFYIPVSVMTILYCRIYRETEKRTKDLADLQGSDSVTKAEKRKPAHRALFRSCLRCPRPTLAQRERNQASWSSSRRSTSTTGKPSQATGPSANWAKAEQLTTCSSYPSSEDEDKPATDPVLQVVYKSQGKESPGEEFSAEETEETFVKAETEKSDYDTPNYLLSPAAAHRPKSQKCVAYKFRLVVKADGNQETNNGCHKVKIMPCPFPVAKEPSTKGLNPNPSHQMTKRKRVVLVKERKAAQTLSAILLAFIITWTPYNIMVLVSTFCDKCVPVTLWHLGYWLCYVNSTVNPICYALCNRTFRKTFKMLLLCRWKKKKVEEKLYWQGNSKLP
CHRM5 antagonist: CHRM5 antagonism in calcium assay; P08912; CHO-hM5 cells, Fluo-8 calcium fluorescence, ACh EC80; inhibition, % at 3 µM; 0.59% of 360,000 active;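 active means inhibition above a per-plate cutoff, the mean of that plate's test compounds plus 3 SD, cut at about 27% in these data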;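 further: 0% = acetylcholine EC80 with DMSO and 100% = DMSO without agonist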
CRFR2-BP antag: antagonists of CRF-binding protein/CRF-R2 receptor complex; HEK293 CRF-R2/CRF-BP, CRF-induced calcium fluorescence; inhibition, % at 11.8 µM; 0.59% of 350,000 active; AID 588475;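 active means inhibition of the ligand-induced calcium signal above about 50% at the single tested concentration, limit read from the data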
M5 PAM: positive allosteric modulators of human muscarinic M5 receptor | P08912 | CHO-K1 hM5, Fluo-8 calcium, ACh EC20 PAM; 0% = ACh EC20, 100% = ACh EC100 | activation, % at 3 µM | 0.3% of 360,000 active;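 active means activation above the run cutoff, the mean activation of all test compounds plus 3 SD, cut at about 18% in these data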
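System – CHO-K1 hM5 cells · Compound – 3 µM, single dose · Incubation – compound preincubation 140 s before EC20 acetylcholine addition · Technique – Fluo-8 calcium fluorescence · Measure – Max/basal fluorescence ratio as % of EC20–EC100 ACh window · Benchmarks – low control EC20 acetylcholine (0%), high control EC100 acetylcholine (100%) · Replication – singlicate, one well per test compound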
M1 PAM parental: nonselective activator or artifact in parental CHO-K1 calcium assay. 0.02% of 360,000 active. ATP EC20, Fluo-8 calcium fluorescence; 0% at ATP EC20, 100% at ATP max. AID 602247. activation, % at 3 µM;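 active means activation above the run cutoff, the mean activation of all test compounds plus 3 SD, cut at about 40% in these data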;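 further: peak over basal fluorescence ratio in a 140 s read after ATP addition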
CRFBP-R2 agonist: agonists of human CRF-binding protein/CRF-R2 receptor complex; HEK293 CRF-R2/CRF-BP, calcium dye fluorescence (FLIPR); percent of saturating CRF peptide response; activation, % at 13.2 µM; 0.46% of 350,000 active;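 active means activation of at least 50%, plus an integration ratio under a set limit after plate pattern correction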;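 further: plate controls were neutral control wells without compound for no effect and CRF at EC100 for full effect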
TAAR1 agonist: agonists of human TAAR1. CHO RD-HGA16 TAAR1, Fluo-8 calcium fluorescence; vehicle wells 0%, saturating PEA agonist 100%. 0.99% of 360,000 active. AID 624467. activation, % at 3 µM;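 active means activation above the mean activation of all test compounds in the run plus 3 SD, cut at about 38% in these data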
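Assay system – CHO-derived RD-HGA16 cells with stable Gα16 and human TAAR1 · Compound dosing – one-point dosing at 3 µM (nominal) · Incubation – 17-24 h seeding, 75 min 37 °C dye, 30 min RT · Measured by – kinetic Fluo-8 calcium fluorescence · Control set – DMSO vehicle as 0%, PEA at EC100 as 100% · Repeats – single well for each compound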
TAAR1 antagonist: antagonists of human TAAR1. Q96RJ0. CHO RD-HGA16 TAAR1, Fluo-8 calcium fluorescence, antagonist. inhibition, % at 3 µM. 1.5% of 360,000 active. AID 624466;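 active means inhibition above a per-plate cutoff, the mean inhibition of test compounds on that plate plus 3 SD, cut at about 49% in these data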;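 further: 0% = DMSO plus EC80 beta-PEA response and 100% = DMSO alone without agonist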
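System: RD-HGA16 CHO cells with stable hTAAR1 and Gα16 | Probe or stimulus: EC80 β-phenethylamine stimulus | Dosing: 3 µM, single point | Times: Dye loading 75 min at 37 °C, then 30 min room temperature | Measured by: Fluo-8 calcium-sensitive fluorescence | Read-out basis: % inhibition of agonist calcium response | Replicates: n of 1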
CHRM4 PAM: CHRM4 positive allosteric modulation; P08173; CHO-K1 hM4/Gqi5, Fluo-8 calcium fluorescence, ACh EC20; 0% = ACh EC20, 100% = maximal ACh; activation, % at 3 µM; 0.4% of 360,000 active;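 active means activation above its plate's cutoff, the mean activation of sample wells plus 3 SD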; further: some results filed as inactive read as strong as hits
Target sequence (P08173 whole entry, looked up): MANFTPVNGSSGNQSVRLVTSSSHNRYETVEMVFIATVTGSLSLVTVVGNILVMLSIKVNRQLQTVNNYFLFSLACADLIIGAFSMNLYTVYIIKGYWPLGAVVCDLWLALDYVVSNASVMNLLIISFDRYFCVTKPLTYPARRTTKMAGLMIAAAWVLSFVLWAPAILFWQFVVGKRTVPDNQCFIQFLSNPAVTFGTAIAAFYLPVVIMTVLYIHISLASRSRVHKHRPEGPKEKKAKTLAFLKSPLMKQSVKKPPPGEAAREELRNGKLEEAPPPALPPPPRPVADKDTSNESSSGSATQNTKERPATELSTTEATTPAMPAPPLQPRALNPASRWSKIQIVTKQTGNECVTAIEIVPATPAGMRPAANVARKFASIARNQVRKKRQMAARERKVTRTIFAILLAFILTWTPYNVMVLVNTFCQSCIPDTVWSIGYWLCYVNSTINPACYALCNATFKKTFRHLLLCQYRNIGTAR
* hit, by the source's call; · = no result given.

SMILES | CHRM5 agonist | CHRM5 antagonist | CRFR2-BP antag | M5 PAM | M1 PAM parental | CRFBP-R2 agonist | TAAR1 agonist | TAAR1 antagonist | CHRM4 PAM
Cc1ccc2c(c1)N(CC(=O)NC1CCCC1)C(=O)c1cccnc1O2 | 2 | 1 | -7 | -4 | 8 | 4.0 | 6 | -4 | 2
Cc1[nH]nc(N)c1-c1ccc(Cl)cc1 | -3 | 8 | -1 | 3 | 11 | -0.4 | 2 | -33 | 1
N#C/C(=C\c1ccc(Cl)c([N+](=O)[O-])c1)c1ccccn1 | -2 | 1 | -9 | -7 | 16 | 0.8 | 2 | -15 | 13
O=S(=O)(Nc1cccc2ccccc12)c1cccc2nonc12 | -5 | 6 | 5 | -5 | 13 | -1.1 | 10 | -6 | -2
COCC(=O)Nc1ccc(N2CCN(c3ccccc3)CC2)c(F)c1 | -2 | 7 | -16 | -3 | -11 | 0.5 | 2 | -6 | -4
CCOc1cc(N2CCOCC2)c(OCC)cc1NC(=O)COC(=O)c1cccc2ccccc12 | -1 | -1 | -28 | -2 | 19 | -1.7 | 4 | 33 | -4
COc1ccc(/C=C(/NC(=O)c2ccccc2OC)C(=O)Nc2ccc(C(=O)O)cc2)cc1 | -1 | 16 | -7 | -2 | 19 | 0.7 | 0 | -7 | 1
Cc1ccc(C)c(NC(=O)NCc2ccccn2)c1 | -3 | 6 | 12 | -4 | 10 | -0.3 | 1 | -22 | 6
CCN(c1ccccc1)S(=O)(=O)c1ccc2ccccc2c1 | -6 | 14 | 36 | -5 | 12 | 0.0 | 1 | 15 | -8
Cc1cccc(NC(=O)CSc2nncn2-c2ccccn2)c1 | 1 | -2 | 12 | 2 | 11 | -1.2 | 2 | 5 | 10
CCn1ncc(CNC(=O)C2(C)CC2(Br)Br)c1C (stereo not drawn) | 0 | 4 | -11 | 2 | 10 | 0.2 | -1 | 9 | -6
Cc1nnc(SCC(=O)NC(=O)NCc2ccco2)s1 | -4 | -9 | -5 | -5 | 7 | 0.6 | 9 | -10 | -3
COC(=O)C(=NNc1c(C)n(C)n(-c2ccccc2)c1=O)C(=O)OC | -2 | -1 | 16 | 1 | 20 | 0.3 | 3 | -13 | 12
Cc1ccccc1CNC(=O)C(=O)NCC1OCCCN1S(=O)(=O)c1cccs1 (stereo not drawn) | 1 | -6 | 6 | 4 | -14 | -0.7 | 4 | -5 | 0
Cc1cc(NC(c2cccnc2)c2c(C)[nH]c3ccccc23)no1 (stereo not drawn) | -3 | 0 | -8 | 2 | 20 | 2.2 | 3 | 12 | 15
O=C(CN1CCN(C(=O)CN2C(=O)NC3(CCCC3)C2=O)CC1)Nc1cccc(F)c1 | 1 | 12 | -2 | 3 | -6 | -0.4 | 5 | -10 | 5
Cc1ncoc1C(=O)N1CCCC(C(=O)c2ccc(-c3ccccc3)c(F)c2)C1 (stereo not drawn) | 0 | 11 | 13 | -10 | 12 | -1.3 | 2 | -3 | -3
Cc1ccc(-n2nc3cc(C)c(NC(=S)NC(=O)/C=C/c4ccco4)cc3n2)cc1 | 1 | -7 | -13 | 9 | 9 | -1.0 | 0 | -13 | -4
CN1CCC(=NNC(=O)CN(c2cccc(Br)c2)S(C)(=O)=O)CC1 | -3 | -2 | -21 | -3 | 6 | 1.2 | 8 | 2 | -4
O=C(Nc1cc(Cl)ccc1-n1cncn1)C1CC1 | -4 | -3 | 4 | -1 | -14 | 0.1 | 1 | -21 | 8
CCNc1nc(-c2ccc(OC(F)F)cc2)c(C)s1 | -4 | 4 | 0 | -1 | 3 | -0.8 | 7 | 9 | 0
Cc1nc2nc(C)n(-c3ccccc3)c2s1 | -1 | 3 | -1 | -3 | 14 | -0.9 | -1 | 8 | -1
Cn1c(CC(=O)Nc2ccccc2F)nnc1SCC(=O)NC1=NCCS1 | -3 | -8 | -12 | 4 | 10 | 0.0 | -2 | -1 | 5
O=C(Nc1sc2c(c1-c1nc3ccccc3[nH]1)CCCC2)C1CCCC1 | -5 | -9 | -1 | 8 | 18 | 1.2 | 1 | -19 | -2
CCC(C(=O)OCC(=O)Nc1ccc2[nH]c(=O)[nH]c2c1)c1ccccc1 (stereo not drawn) | 2 | 8 | 2 | 3 | 5 | 0.5 | 1 | 18 | -2

New compounds follow:
SMILES | CHRM5 agonist | CHRM5 antagonist | CRFR2-BP antag | M5 PAM | M1 PAM parental | CRFBP-R2 agonist | TAAR1 agonist | TAAR1 antagonist | CHRM4 PAM
COC(=O)c1cc(OC)c(OC)cc1NC(=S)Nc1cc(Cl)ccc1OC | 1 | 9 | -9 | -5 | 18 | 0.0 | 0 | -8 | -5
CN(C)C1=NCCN1CCCC1CCCCC1 | -12 | 4 | 2 | 0 | 13 | 1.6 | 2 | -2 | -6
COc1ccccc1N1CCN(C(=S)Nc2cccc(C)c2)CC1 | -5 | 4 | -21 | -1 | 5 | 0.3 | 7 | 1 | -2
Cc1nnc(SCC(=O)c2ccc([N+](=O)[O-])cc2)s1 | -3 | 7 | -3 | -1 | 27 | -2.4 | 1 | -14 | -5
O=C(CCN1C(=O)C2C3CCC(C3)C2C1=O)Nc1ccccc1C(F)(F)F (stereo not drawn) | -2 | -3 | -1 | 2 | 8 | 1.1 | 1 | 14 | -5
CN(C)c1ccc(C(=O)Nc2ccc(CN3CCS(=O)(=O)CC3)cc2)cc1 | 0 | 11 | 9 | -9 | 8 | 2.3 | 4 | -32 | -13
O=C(NCC(=O)N(c1ccc(F)cc1)C(C(=O)NC1CCCC1)c1ccncc1)c1ccco1 (stereo not drawn) | -1 | -4 | 6 | 6 | 10 | 1.8 | -2 | 6 | -1
CCOc1ccc(C(=O)NCC(=O)N2CC=C(c3ccccc3)CC2)cc1OCC | 1 | 1 | 9 | -2 | -24 | 1.0 | 2 | -34 | -4
O=C(c1cccs1)N(C(=O)c1cccs1)c1ccc(Br)cn1 | -6 | 4 | 8 | -6 | 11 | 0.5 | 13 | 6 | -10
Cc1ccccc1OC1C(=O)N(CC2CCCO2)C1c1ccc2c(c1)OCO2 (stereo not drawn) | 2 | 4 | 10 | -7 | 19 | -2.8 | 11 | 26 | -8
O=C(COC(=O)Cn1cnc2ccccc21)Nc1cc(S(=O)(=O)N2CCOCC2)ccc1Cl | 2 | -6 | -3 | 9 | 19 | -0.5 | 0 | 9 | 3
O=C1Nc2ccc([N+](=O)[O-])cc2C1(O)N1CCCCCC1 (stereo not drawn) | 2 | 1 | -24 | 1 | 11 | -4.5 | 6 | -21 | -1
Cc1cnc(C(=O)N(CCCn2ccnc2)C2C(=O)Nc3ccccc3N=C2c2ccccc2)cn1 (stereo not drawn) | -4 | -4 | · | 10 | 7 | · | 1 | 8 | -3
CC1CN(CCCCSc2ccc(Cl)cc2)CC(C)O1 (stereo not drawn) | -6 | 6 | 7 | -4 | 33 | 1.0 | 3 | -31 | -8
COc1ccc(N(C)C(=O)c2ccc3snnc3c2)cc1 | 1 | 1 | 22 | 0 | 4 | -4.6 | 0 | -19 | 5
COc1ccc(C(=O)N2CCC(O)(c3ccc(Cl)cc3)CC2)cc1OC | 5 | 1 | 13 | -1 | 5 | 0.7 | 2 | -10 | -13
O=C(CC(=O)c1cc(Cl)ccc1O)c1ccccc1 | 1 | 1 | -14 | 0 | 11 | 44 | 35 | 17 | 5
Cc1cc(C)cc(NC(=O)c2cccc(N3C(=O)C4C5C=CC(C5)C4C3=O)c2)c1 (stereo not drawn) | -1 | 9 | -8 | -2 | 9 | 0.2 | 0 | -23 | -4
CC(=NCCCNC1CCCCC1)C1=C(O)CC(C)(C)CC1=O | -2 | 4 | 26 | -4 | 14 | -4.5 | 6 | -16 | -4
Nc1ccc2[nH]c(=S)sc2c1 | 3 | 13 | 2 | 2 | 2 | -0.6 | 2 | -10 | 3
O=C(Nc1cccc(NC(=O)c2cncc(Br)c2)c1)c1cncc(Br)c1 | 12 | 9 | -6 | -14 | 12 | -0.1 | 33 | 67* | -6
CCOc1ccccc1NC(=O)CCS(=O)(=O)c1ccc(Br)cc1 | -2 | 8 | 17 | -3 | 2 | 0.4 | -1 | -12 | -3
COc1ccc(CCCc2nnc(SCC(=O)NN)o2)c(C)c1 | -3 | 2 | 5 | 5 | 14 | -0.5 | 1 | -14 | 0
Cc1cccc(S(=O)(=O)C(C#N)c2nc3ccccc3nc2N2CC(C)OC(C)C2)c1 (stereo not drawn) | 2 | 11 | -1 | -4 | 5 | 4.6 | 5 | -2 | 4
Cc1cc(S(=O)(=O)N2CCOCC2)ccc1OCC(=O)NCCN1CCOCC1 | -1 | 1 | -6 | 2 | -14 | -0.7 | -2 | 8 | 3

The listing continues:
SMILES | CHRM5 agonist | CHRM5 antagonist | CRFR2-BP antag | M5 PAM | M1 PAM parental | CRFBP-R2 agonist | TAAR1 agonist | TAAR1 antagonist | CHRM4 PAM
COc1ccc(-c2cncnc2N)cc1OC | -2 | 1 | -16 | 0 | 17 | -1.3 | 1 | -9 | 5
Cc1ccc(Oc2ccccc2NC(=O)C2=COCCO2)cc1 | -5 | 4 | 6 | -2 | -8 | -3.5 | 6 | -13 | 3
CCCCCC(=O)N1C[C@H](n2cc(COC(=O)c3ccccc3)nn2)[C@@H](O)C[C@@H]1c1ccccc1 | 0 | -3 | -11 | 1 | 3 | -1.0 | -1 | -12 | 1
Cc1occc1C(=O)Nc1cccc(Cl)c1Cl | -3 | 14 | -1 | 4 | 0 | -2.0 | -1 | -27 | 1
CN(C)/C=N/c1sc2c(c1C#N)CCCC2 | -2 | -10 | 0 | -5 | 16 | -2.0 | 5 | 0 | 3
O=C1NCC(NC(=O)C(F)(F)F)c2cc3c(cc21)OCO3 (stereo not drawn) | 3 | 11 | 4 | 0 | -4 | 1.3 | 0 | -15 | 11
Cc1c(Cl)c([N+](=O)[O-])nn1CC(=O)NC1CCCCC1 | -2 | 1 | 99* | -5 | -2 | 2.0 | -2 | 17 | 9
O=C(NCc1ccco1)/C(=C\c1cccs1)NC(=O)c1ccsc1 | 2 | 6 | 4 | -4 | -13 | -1.4 | 4 | -17 | 0

Reprinted at random: five entries already listed, in no set order.
SMILES | CHRM5 agonist | CHRM5 antagonist | CRFR2-BP antag | M5 PAM | M1 PAM parental | CRFBP-R2 agonist | TAAR1 agonist | TAAR1 antagonist | CHRM4 PAM
O=C1NCC(NC(=O)C(F)(F)F)c2cc3c(cc21)OCO3 (stereo not drawn) | 3 | 11 | 4 | 0 | -4 | 1.3 | 0 | -15 | 11
Cc1occc1C(=O)Nc1cccc(Cl)c1Cl | -3 | 14 | -1 | 4 | 0 | -2.0 | -1 | -27 | 1
COc1ccc(-c2cncnc2N)cc1OC | -2 | 1 | -16 | 0 | 17 | -1.3 | 1 | -9 | 5
CCCCCC(=O)N1C[C@H](n2cc(COC(=O)c3ccccc3)nn2)[C@@H](O)C[C@@H]1c1ccccc1 | 0 | -3 | -11 | 1 | 3 | -1.0 | -1 | -12 | 1
Cc1c(Cl)c([N+](=O)[O-])nn1CC(=O)NC1CCCCC1 | -2 | 1 | 99* | -5 | -2 | 2.0 | -2 | 17 | 9
